# Assay outcomes from PubChem BioAssay.
# 697 NFkB inh = inhibitors of PMA/ionomycin-induced NF-kB reporter, 697 cells, primary screen, B-cell NF-kB inhibitor project, cell-based, luminescence, uHTS; AID 435022, 2010; inhibition, % at 4 µM; hit rate 0.33% among 330,000; 697 B-cell NF-kB luciferase reporter, 16 h; in the data active means inhibition above about 35%
# Mdm2 MdmX PPI = inhibitors of human Mdm2-MdmX association, primary screen, cell-based, luminescence, split luciferase, SaOS-2, uHTS; SaOS-2 split-luciferase Mdm2/MdmX complementation; inhibition, % at 8 µM; hit rate 3% among 330,000;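 active means inhibition of at least 50% at 8 µM in the primary screen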
# Gli-Sufu block = Gli-Sufu pathway antagonists, primary screen, luciferase luminescence, Sufu-KO-LIGHT cells, uHTS; hit rate 0.74% among 340,000; inhibition, % at 5 µM; Sufu-KO-LIGHT fibroblasts, Gli luciferase reporter luminescence; AID 588413, 2011;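 active means inhibition above about 55%, limit read from the data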;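 further: 0% = DMSO-treated cells and 100% = wells with medium but no cells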
# EBI2 antag = EBI2 receptor antagonists, beta-arrestin recruitment, primary screen, cell-based, luminescence, 7a,25-OHC stimulation, uHTS. hit rate 0.81% among 360,000. 7a,25-OHC stimulated. G-protein coupled receptor 183 (Homo sapiens), P32249. inhibition, % at 5 µM; in the data active means inhibition above about 38%;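 further: enzyme fragment complementation signal reports receptor beta-arrestin coupling in cells; 0% = agonist plus DMSO wells and 100% = wells without agonist; some results beyond the cut were filed as inactive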
# Target sequence (P32249 whole entry, looked up, the tested form may be a part): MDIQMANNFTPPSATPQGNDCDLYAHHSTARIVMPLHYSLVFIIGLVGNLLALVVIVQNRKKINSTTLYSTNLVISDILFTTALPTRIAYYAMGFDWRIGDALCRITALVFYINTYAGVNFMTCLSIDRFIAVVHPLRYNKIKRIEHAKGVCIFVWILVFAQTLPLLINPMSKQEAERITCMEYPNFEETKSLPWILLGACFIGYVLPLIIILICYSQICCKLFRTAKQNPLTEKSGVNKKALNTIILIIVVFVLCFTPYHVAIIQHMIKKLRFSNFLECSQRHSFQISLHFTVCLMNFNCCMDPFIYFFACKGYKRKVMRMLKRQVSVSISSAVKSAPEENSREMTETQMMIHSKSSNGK
# Jurkat NFkB inh = inhibitors of induced NF-kB luciferase reporter, primary screen, TCR NF-kB activation inhibitor project, cell-based, luminescence, uHTS; inhibition, % at 4 µM; Jurkat, PMA/ionomycin-induced NF-kB luciferase reporter; hit rate 0.53% among 330,000; AID 435003, 2010; in the data active means inhibition above about 50%
# UPR CHOP act = activators of apoptotic CHOP UPR arm, primary screen, cell-based, CHO-CHOP luciferase reporter, luminescence, uHTS. AID 449763, 2010. activation, % at 10 µM. hit rate 0.34% among 330,000. UPR activation; percent of tunicamycin response over DMSO baseline;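 active means at 10 µM dose, activation of 40% or more, normalized to positive control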;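 further: 100% = tunicamycin at 10 µg/mL and 0% = DMSO alone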
#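 System: CHO-CHOP luciferase reporter cell line; amount: 500 cells/well; buffer or medium: F12 medium containing 10% fetal bovine serum; incubation: 6 h compound exposure at 37 °C after overnight seeding; measured by: luciferase luminescence after 10 min with Steady-Glo reagent; evaluation: % reporter activation, DMSO baseline versus tunicamycin full activation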
# CXCR6 inh = CXCR6 receptor inhibitors, primary screen, cell-based, beta-arrestin, luminescence, CHO-K1 PathHunter, 1536-well; C-X-C chemokine receptor type 6 (Homo sapiens), O00574; inhibition, % at 20 µM; hit rate 0.36% among 360,000; in the data active means inhibition above about 34%, passing the limit was not always enough;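 further: antagonist mode with CXCL16 agonist at 10 nM final; 0% = 10 nM CXCL16 with DMSO and 100% = unstimulated wells without agonist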
# Target sequence (O00574 whole entry, looked up): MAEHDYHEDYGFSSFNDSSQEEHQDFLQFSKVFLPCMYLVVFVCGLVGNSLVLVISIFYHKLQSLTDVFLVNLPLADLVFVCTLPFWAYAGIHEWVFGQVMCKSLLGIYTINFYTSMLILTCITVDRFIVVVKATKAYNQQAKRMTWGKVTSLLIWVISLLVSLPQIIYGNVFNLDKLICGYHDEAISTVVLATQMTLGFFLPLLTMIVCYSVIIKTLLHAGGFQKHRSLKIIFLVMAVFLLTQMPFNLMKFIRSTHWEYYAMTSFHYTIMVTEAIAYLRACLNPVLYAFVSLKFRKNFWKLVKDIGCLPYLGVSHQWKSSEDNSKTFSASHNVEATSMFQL
# UPR XBP1 act = activators of adaptive XBP1 UPR arm, primary screen, cell-based, CHO-XBP1 luciferase reporter, luminescence, uHTS; AID 463104, 2010; IRE1-XBP1 UPR activation; percent of tunicamycin response, DMSO as zero; hit rate 0.33% among 330,000; activation, % at 20 µM;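 active means versus positive control, 20 µM dose yields 30% or more activation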;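 further: 100% = tunicamycin at 10 µg/mL and 0% = DMSO only wells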
#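 incubation = overnight seeding at 37 °C, 6 h compound treatment at 37 °C | assay system = CHO-XBP1 cells stably carrying IRE1-XBP1-driven luciferase reporter | input = 1000 cells per well | detection = luciferase luminescence | dosing = single point, 20 µM final compound, 1% DMSO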
# CCR6 antagonist = CCR6 receptor antagonists, primary screen, cell-based, CHO-K1, luminescence, beta-arrestin, uHTS; inhibition, % at 20 µM; hit rate 0.49% among 340,000; CHO-K1 CCR6 PathHunter beta-arrestin, CCL20-stimulated; C-C chemokine receptor type 6 (Homo sapiens), P51684; AID 493098, 2011;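 active means compounds whose inhibition of the agonist-driven luminescence signal at 20 µM reaches about 50%, limit read from the data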;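 further: cells stimulated with CCL20 at 14 nM final; plate controls were DMSO with CCL20 for no effect and DMSO without agonist for full effect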
# Target sequence (P51684 whole entry, looked up): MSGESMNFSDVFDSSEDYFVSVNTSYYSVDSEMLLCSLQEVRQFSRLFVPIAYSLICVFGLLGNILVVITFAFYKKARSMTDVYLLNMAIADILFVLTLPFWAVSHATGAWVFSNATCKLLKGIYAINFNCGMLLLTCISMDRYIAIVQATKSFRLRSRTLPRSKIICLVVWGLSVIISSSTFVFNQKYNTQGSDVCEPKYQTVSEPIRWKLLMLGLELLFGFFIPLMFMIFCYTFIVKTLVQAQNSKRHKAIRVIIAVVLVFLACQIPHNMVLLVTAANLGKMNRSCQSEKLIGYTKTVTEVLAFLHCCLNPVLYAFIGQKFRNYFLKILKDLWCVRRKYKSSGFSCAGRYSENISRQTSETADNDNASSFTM
# * hit, by the source's call; / = no result given.
SMILES,697 NFkB inh,Mdm2 MdmX PPI,Gli-Sufu block,EBI2 antag,Jurkat NFkB inh,UPR CHOP act,CXCR6 inh,UPR XBP1 act,CCR6 antagonist
CC(C)(C)c1nc2scc(-c3ccc(Br)cc3)c2c(=O)o1,-11,11,-6,0,4,5.2,-2,3,12
CC1CCN(c2ccc(S(=O)(=O)Nc3cc(C(=O)O)cc(C(=O)O)c3)cc2[N+](=O)[O-])CC1,19,17,-7,/,-5,-2.5,/,-2,27
O=C(CSc1nncc2ccccc12)Nc1ccc(C(=O)O)cc1,-2,24,/,8,1,-1.2,-8,-5,12
COc1ccccc1C(=O)NNC(=O)C(=O)NCc1ccccc1,14,-25,-7,-5,1,-0.7,2,-2,8
NC(=O)C1CCN(C(=O)CCSc2ccccc2)CC1,14,2,-44,3,-16,4.0,-3,1,-6
Cc1cc(C)n2c3c(c(C#N)c2n1)CCCC3,-6,24,-2,-3,-20,-0.6,-12,3,5
COc1ccc(C(=O)COC(=O)C(CCSC)NC(=O)COc2ccccc2)c(OC)c1 (stereo unspecified),16,17,0,20,-8,3.0,-6,-2,6
COc1ccc2[nH]c3c(c2c1)CCN1C(=O)N([C@@H](C)C(=O)NCC2CCCO2)C(=O)[C@]31C (stereo partly specified),-17,-8,-6,-7,4,-0.2,2,2,-9
CCOC(=O)c1csc(NC(=O)CSc2nnc(C3CC3)n2C)n1,10,10,-1,-6,-4,1.8,-4,2,-3
CCN1/C(=C/c2ccc3cc(C)ccc3[n+]2CC)Sc2ccc3sccc3c21,-13,101*,87*,3,92*,18,37,-3,40

# 2 entries drawn at random from the list so far, as already listed:
SMILES,697 NFkB inh,Mdm2 MdmX PPI,Gli-Sufu block,EBI2 antag,Jurkat NFkB inh,UPR CHOP act,CXCR6 inh,UPR XBP1 act,CCR6 antagonist
COc1ccccc1C(=O)NNC(=O)C(=O)NCc1ccccc1,14,-25,-7,-5,1,-0.7,2,-2,8
CCOC(=O)c1csc(NC(=O)CSc2nnc(C3CC3)n2C)n1,10,10,-1,-6,-4,1.8,-4,2,-3

# (further entries)
SMILES,697 NFkB inh,Mdm2 MdmX PPI,Gli-Sufu block,EBI2 antag,Jurkat NFkB inh,UPR CHOP act,CXCR6 inh,UPR XBP1 act,CCR6 antagonist
O=C(CN1CCCc2ccccc21)NC(=O)NCc1ccco1,-17,-7,0,0,-9,-1.2,2,0,6
Cn1c(=O)cc(OCC(=O)N2CCCc3ccccc32)c2ccccc21,7,30,6,17,-13,6.2,2,4,-1
CSCCC(NC(N)=O)C(=O)Nc1cccc(C#N)c1 (stereo unspecified),6,25,4,-1,-7,2.2,-1,2,-3
O=C(NC1CCCCC1)C(c1ccncc1)N(C(=O)c1csnn1)c1ccc(F)cc1 (stereo unspecified),-8,-3,-4,5,2,-0.4,-2,0,-7
COc1ccc(N(C(=O)c2cccnc2)S(=O)(=O)c2ccc3c(c2)n(C)c(=O)n3C)cc1,23,35,-6,9,11,-3.5,-5,-1,11
CCC(C)NC(=O)Cn1cnc2sc(C)c(S(=O)(=O)N3CCN(c4ncccn4)CC3)c2c1=O (stereo unspecified),5,-8,4,-7,-12,-0.9,-4,1,3
O=C(NC1CCCC1)c1cc(-c2ccccc2)on1,-106,-162,-127,4,-98,8.1,-3,0,17
Cc1ccc(NC(=O)C(C)N2CCN(C)CC2)cc1S(=O)(=O)N1CCOCC1 (stereo unspecified),-1,-4,-5,-11,-3,0.5,-4,-4,-2
COc1cc(CN2CCC(Cc3ccccc3)CC2)cc(OC)c1OC,-8,-1,29,8,-5,-0.9,2,-2,14
CCN(CC)S(=O)(=O)c1ccc(NC2CCN(Cc3ccccc3)CC2)nc1,4,19,13,-5,13,0.0,6,-1,12
CCOc1cc2[nH]c(=O)n(Cc3ccccc3)c(=O)c2cc1OCC,23,17,4,-3,5,1.8,-1,-2,16
Cc1ccc(S(=O)(=O)NCc2ccc(C(=O)N3CCN(c4ccccc4)CC3)cc2)cc1,10,26,-13,9,3,0.8,-2,-3,16
Cc1ccc(O)c(-c2cc(C(F)(F)C(F)F)nc(-c3ccccc3)n2)c1,-20,14,1,16,-7,0.2,0,-1,-10
CCCCN(CC)CCCNC(=O)c1cc2cc3ccc(OC)cc3nc2o1,-14,-18,-1,-9,-23,0.2,-11,-1,-2
CCNC(=S)N/N=C/c1ccc(OCc2ccc(C(=O)OC)cc2)cc1,18,4,2,0,-3,-1.3,2,1,-2
O=C1NCCN(Cc2cccc(Oc3ccccc3)c2)C1CC(=O)N1CCCCO1 (stereo unspecified),13,34,-2,13,2,-2.6,-2,-3,4
CCN(CC(=O)Nc1ccc(NC(C)=O)cc1)C(=O)c1cccc(N2C(=O)c3ccccc3C2=O)c1,/,/,1,-24,/,/,7,/,6
O=C(Nc1cccc(Cl)c1)Nc1nnc(-c2ccncc2)s1,-107,100*,57*,-2,9,2.5,-15,-1,-11
Cc1ccc(S(=O)(=O)N2CCN(C(=O)c3cc4c(s3)CCCC4)CC2)c(C)c1,-25,16,0,68*,3,1.1,6,-2,20
Cc1ccc(CCN2C(=O)CCC2(C)C(=O)NCc2cccnc2)cc1 (stereo unspecified),1,-34,-9,-13,-1,-0.6,0,-2,-14
CC(C)OCCCNC(=O)Cc1ccc(Br)cc1,7,18,18,5,-6,0.1,0,-1,19
O=C(CCCCCCC(=O)c1ccccc1)c1ccccc1,0,2,-13,-3,11,1.0,4,-2,15
COc1ccc(OC)c(NC(=O)c2ccc3c(c2)CCN3S(C)(=O)=O)c1,13,15,-15,3,7,1.9,-5,-2,-4
CCOc1ccc(-c2nnc3ccc(SCC(=O)Nc4cc(C)on4)nn23)cc1,-11,-8,5,-6,12,-1.0,2,-2,10
CCOc1ccc(NC(=O)CC(C)S(=O)(=O)c2ccc3c(c2)NC(=O)CO3)cc1 (stereo unspecified),14,14,-12,-2,-12,2.5,-2,-1,0
Cc1onc(-c2ccccc2)c1NC(=O)Nc1ccc(OC(F)F)cc1,-4,30,1,-6,4,-1.1,5,-5,12
Nc1ccccc1C(=O)C[C@H](N)C(=O)O,/,/,-9,-7,/,/,-1,/,-8
S=C(Nc1cccnc1)NC1CCCCCCC1,-34,-31,2,-11,-4,2.4,-10,1,0
Cn1c(SCc2nc3ccccc3[nH]2)nnc1-c1cnccn1,7,5,27,0,-16,0.0,2,0,7
COc1ccc(N(Cc2cc3ccc(C)cc3[nH]c2=O)C(C)=O)cc1,4,9,-5,1,3,-1.1,-12,-3,6
CCOC(=O)C1=C(O)C(=O)NC(c2ccccc2)=C(OC2CCCCC2)C1,1,22,3,-3,-1,-0.4,-4,0,13
COc1ccc(C#Cc2c(C=O)n(C)c3ccccc23)cc1,-17,34,-4,-1,3,3.2,-4,0,0
COc1ccc(C(=O)C(C)N(C(=O)c2ccc(Cl)cc2Cl)N2C(=O)C3C4C=CC(C4)C3C2=O)cc1 (stereo unspecified),7,3,0,15,2,-1.0,1,1,19
COc1cc2c(c(OC)c1OC)C(c1ccc(O)cc1)CC(=O)O2 (stereo unspecified),11,5,7,-8,/,12,-6,3,15
COc1ccccc1-c1cc(-c2ccc(O)cc2)nc(N)c1C#N,20,38,11,14,4,1.4,1,5,15
Cn1ncc2c(N3CCOCC3)ncnc21,-26,-10,29,-12,-2,-0.1,-2,2,-25
COc1ccc(-c2csc(NC(=O)c3ccc(N4C(=O)CCC4=O)cc3)n2)cc1,-24,-42,0,2,-25,-2.8,-4,2,3
O=C(CSc1nc2ccccc2n1S(=O)(=O)c1ccccc1)N1CCCC1,-14,-10,5,-9,-22,3.9,-2,-2,-2
COc1ccc(COc2cc(-c3cccc(OC)c3)nc3ccc(NC(=O)c4ccc(N(C)C)cc4)cc23)cc1,33,39,4,9,-6,0.1,-6,0,4
CCOc1ccc(CCNC(=O)COC(=O)Cn2nc(C)c([N+](=O)[O-])c2C)cc1OCC,14,18,-5,-2,11,-1.3,-8,-4,6
CCCNC(=O)c1ccccc1NC(=O)c1ccccc1SC,5,6,-8,0,-6,0.9,-2,-2,10
O=C(c1ccccc1F)N1CCN(c2cnn(-c3cccc(Cl)c3)c(=O)c2Cl)CC1,-41,-21,2,2,-2,9.1,-1,-1,13
Cc1cc(C)nc(/N=C2\NC(=O)CC(C(=O)O)N2CCc2c[nH]c3ccccc23)n1 (stereo unspecified),1,22,-1,-2,4,-0.2,-3,0,-4
CC1CCN(S(=O)(=O)c2ccc(NC(=O)Cc3ccccc3)cc2)CC1,-9,0,56*,11,13,-1.2,-5,0,-13
CCCNC(=O)C1CC(=O)N(c2ccc(OCC)cc2)C1 (stereo unspecified),7,12,-9,-6,-17,-1.6,-3,-2,6
CCCS(=O)(=O)N1CCN=C1SCc1cccc(F)c1,-21,40,-13,-10,-2,-0.7,-1,-3,4
Cc1ccc(C(=O)OCC(=O)c2ccc(Cl)s2)s1,-3,-12,6,7,-10,4.0,-2,1,9
CN(CC(=O)Nc1ccccc1C(=O)NC1CC1)Cc1ccccc1F,11,17,-7,-1,20,-0.8,-8,-5,9
Cc1cccc(CC(C)NC(=O)c2cc(COc3ccc(F)cc3F)on2)n1 (stereo unspecified),-38,-8,-11,-6,-7,2.3,-2,0,6
CCc1cc(=O)oc2cc(C)cc(OCC(=O)NCc3ccccn3)c12,11,17,-10,-4,15,0.1,-4,-1,3

# Single entries from the list:
# Value for Cc1cc(C)nc(/N=C2\NC(=O)CC(C(=O)O)N2CCc2c[nH]c3ccccc23)n1 (stereo unspecified) in Gli-Sufu block: -1
# Value for O=C(c1ccccc1F)N1CCN(c2cnn(-c3cccc(Cl)c3)c(=O)c2Cl)CC1 in CXCR6 inh: -1
# Value for Cc1cccc(CC(C)NC(=O)c2cc(COc3ccc(F)cc3F)on2)n1 (stereo unspecified) in CCR6 antagonist: 6

# Following part
SMILES,697 NFkB inh,Mdm2 MdmX PPI,Gli-Sufu block,EBI2 antag,Jurkat NFkB inh,UPR CHOP act,CXCR6 inh,UPR XBP1 act,CCR6 antagonist
CS(=O)(=O)N(CC(=O)Nc1cccc([N+](=O)[O-])c1)c1ccccc1F,2,0,-1,4,-11,0.1,8,2,11
CCOC(=O)c1ccc(NC(=O)Oc2cc(C)c(Cl)cc2C(C)C)cc1,12,14,1,7,-27,0.9,-8,0,-11
O=C(COC(=O)c1ccc2c(c1)OCCO2)NCCc1ccccc1,-3,-5,-4,-10,-7,0.2,8,0,2
CCOc1ccc(NC(=O)CN(C)C(=O)c2cc(-c3ccc(OC)cc3)nc3ccccc23)cc1OCC,21,71*,3,-10,21,3.4,5,0,12
COc1cccc(C(=O)N/N=C(/CCC(=O)O)c2ccccc2)c1,-11,-44,-1,-9,-4,-1.2,-12,-5,4
COc1cc2ccc(=O)oc2cc1OCC(O)C(C)(C)O (stereo unspecified),10,9,-3,-7,4,0.9,0,-3,-15
Cc1nn(Cc2ccc([N+](=O)[O-])cc2)c(=O)n1N(C)c1ncc(C(F)(F)F)cc1Cl,10,-23,-1,7,9,2.6,1,2,25
COc1cc(Cl)ccc1OCc1cc(C(=O)NC2CCc3ccccc32)no1 (stereo unspecified),-3,23,-2,11,0,-0.5,0,-2,-13
